# Screening data as filed in PubChem.
# EPAC2 antagonist: antagonists of human EPAC2. Q8WZA2. EPAC2 GEF exchange of Rap1B-BODIPY-GDP, fluorescence. Potency, µM (series often up to 114 µM), for inactives: at the top dose activity, negative = inhibition, actives largely listed as inhibitors. hit rate 0.18% among 360,000; further: potency means the concentration at half of the fitted maximal effect; on the % scale 0 is the no-effect control and ±100 the full control effect; nearly all actives have a fitted effect of over 45% in size; many of its hits are not listed in these tables
# PTHR1 ag: agonists of human PTHR1 parathyroid hormone receptor; HEK293 GP2 PTHR1 cells, GloSensor cAMP luminescence, 1 h; Q03431; AID 743266; Potency, µM (highest dose often 115 µM), inactives show top-dose activation, most hits filed as activators; hit rate 0.075% among 410,000; further: potency means the concentration at half of the fitted maximal effect; nearly all actives have a fitted effect of over 55% in size; some results filed as inactive show a strong effect at the top dose; inactives centre near -15; many of its hits are not listed in these tables
# Target sequence (Q03431 whole entry, looked up): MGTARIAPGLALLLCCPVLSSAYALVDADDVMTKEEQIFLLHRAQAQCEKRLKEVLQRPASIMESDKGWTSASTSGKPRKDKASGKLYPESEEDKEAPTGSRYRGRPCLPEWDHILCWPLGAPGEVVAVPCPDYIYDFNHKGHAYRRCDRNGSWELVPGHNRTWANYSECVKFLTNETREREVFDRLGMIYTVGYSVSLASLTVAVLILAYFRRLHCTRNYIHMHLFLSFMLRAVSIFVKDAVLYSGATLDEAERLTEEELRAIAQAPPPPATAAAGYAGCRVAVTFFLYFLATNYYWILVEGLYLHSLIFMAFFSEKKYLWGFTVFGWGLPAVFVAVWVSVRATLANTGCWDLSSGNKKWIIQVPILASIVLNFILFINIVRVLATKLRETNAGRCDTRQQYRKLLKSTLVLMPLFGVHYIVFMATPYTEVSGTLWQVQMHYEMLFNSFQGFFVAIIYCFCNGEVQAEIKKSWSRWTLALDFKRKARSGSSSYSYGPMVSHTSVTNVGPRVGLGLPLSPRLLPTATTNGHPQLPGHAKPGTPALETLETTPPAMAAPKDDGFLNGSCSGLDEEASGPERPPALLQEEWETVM
#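 HEK-293-derived GP2 cells expressing PTHR1 and a GloSensor cAMP reporter, 3,000/well, plated overnight, given luciferin plus IBMX (each 0.5 mM as added) for 1 h at 37 °C, then compound for 1 h at 37 °C. Luminescence was read after 15 min at room temperature.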
# pAkt inh: Akt phosphorylation inhibition; Neuro2A IGF-stimulated pAkt S473 HTRF, 20 min; active compounds read low; hit rate 0.32% among 360,000; activity change, % for hits at 50 µM; in the data active means activity change below about -80%; inconclusive means mostly about -51% to -80%; further: on the % scale 0 is the no-effect control and ±100 the full control effect
#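 Single-point screen (50 µM final compound) in Neuro2A cells stimulated 20 min with 6 nM IGF at 37 deg C. After lysis, Ser473-phosphorylated Akt read by HTRF (ex 330 nm, em 615/665 nm) as the 665/615 ratio.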
# EPAC2 agonist: activates human EPAC2 exchange factor; Q8WZA2; EPAC2 activation, biochemical qHTS; response scale: 100% = 6.5 mM cAMP response; Potency, µM (doses to about 154 µM), without a hit: at the highest dose activation, usual class: activators; hit rate 0.079% among 360,000; AID 720711; further: potency means the concentration at half of the fitted maximal effect; nearly all actives have a fitted effect of over 50% in size
#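 Compounds were titrated in qHTS against a Rap1B-BODIPY-GDP (250 nM) complex with EPAC2 (100 nM) and GDP (50 uM). BODIPY-GDP release tracked at 480/540 nm over 30 min at room temperature, normalized to 6.5 mM cAMP.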
# CCT modulator: cytosolic chaperonin activity modulation. purified chaperonin ATPase assay, HTRF ADP detection, 30 min. AID 651819. activity change, % (test concentration not listed), hits read low. hit rate 0.3% among 360,000; in the data active means activity change below about -30%; further: on the % scale 0 is the no-effect control and ±100 the full control effect
#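 First, chaperonin was dispensed at 40 nM or 20 nM final depending on batch activity. Next, compounds were pinned at 76 uM and ATP added at 10 uM. After 30 min at 37 °C, ADP detection reagents ran 30 min at ambient temperature.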
# MmCpn inh: inhibitors of Methanococcus maripaludis chaperonin (MmCpn); purified Mm-Cpn ATPase, ADP Transcreener TR-FRET; Potency, µM (top dose mostly 76.9 µM), inactives show at the top dose activity, negative = inhibition, usual class: inhibitors; hit rate 0.031% among 330,000; AID 504842; further: potency means the concentration at half of the fitted maximal effect; on the % scale 0 is the no-effect control and ±100 the full control effect; nearly all actives have a fitted effect of over 80% in size
#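 Inhibition of chaperonin ATP hydrolysis is measured as reduced ADP production, detected by competitive TR-FRET in which signal falls with ADP. Final enzyme 25 nM and ATP 10 uM, reacted 30 min at 37°C.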
# DRD3 antagonist: antagonists of human D3 dopamine receptor | P35462 | D3R cells, DiscoveRx beta-arrestin luminescence, antagonist mode; active compounds read low | max response, negative = inhibition, % | hit rate 2.5% among 360,000; in the data active means max response below about -50%; inconclusive means no clear call, values can overlap the other calls; further: on the % scale 0 is the no-effect control and ±100 the full control effect; mostly tested at two doses, the higher about 12 µM
# Target sequence (P35462 whole entry, looked up): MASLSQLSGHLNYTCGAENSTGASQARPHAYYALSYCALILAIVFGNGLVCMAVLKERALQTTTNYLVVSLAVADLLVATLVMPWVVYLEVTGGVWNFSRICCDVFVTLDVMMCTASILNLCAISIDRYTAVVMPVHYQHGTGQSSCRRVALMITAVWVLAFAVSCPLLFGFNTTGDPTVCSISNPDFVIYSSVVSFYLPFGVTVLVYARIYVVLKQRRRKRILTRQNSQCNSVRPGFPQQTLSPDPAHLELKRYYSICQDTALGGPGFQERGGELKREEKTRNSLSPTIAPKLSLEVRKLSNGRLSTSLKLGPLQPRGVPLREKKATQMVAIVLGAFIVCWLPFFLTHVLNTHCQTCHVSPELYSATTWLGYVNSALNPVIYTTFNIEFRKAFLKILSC
#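 Cells plated overnight at 1500 cells/well, then exposed to library compounds with dopamine controls for 90 minutes at 37 degrees C. DiscoveRx reagent added for 30–60 minutes at room temperature; luminescence read, quantitative HTS format.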
# DRD3 agonist: D3 dopamine receptor (human) agonism | P35462 | D3R DiscoveRx beta-arrestin cells, luminescence, 90 min | max activation, % | hit rate 0.58% among 410,000; in the data active means max activation above about 30%; further: 0% is about no effect; mostly tested at two doses, the higher about 12 µM
#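 Cells at 1500/well, incubated overnight, then treated with pinned compounds (dopamine as control) for 90 min at 37 degrees C. DiscoveRx reagent added for 30 - 60 minutes at room temperature; luminescence read.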
# Numbers without * were called inactive; i = inactive; ? = inconclusive; . = no result given; [ ] = remark or other dose. Unless noted, the call rests on the fitted dose curve; in most records, active means well fitted curve in the direction sought with a large enough effect; inconclusive means small, poorly fitted or top-dose-only effect, or another doubt; inactive means no such curve, though single readings can be large; an effect the other way counts as inactive or inconclusive.
SMILES,EPAC2 antagonist,PTHR1 ag,pAkt inh,EPAC2 agonist,CCT modulator,MmCpn inh,DRD3 antagonist,DRD3 agonist
Cc1c(C(=O)OC(C)C)sc(NC(=O)C2CCCO2)c1C(=O)OC(C)C (stereo not drawn),-20%,i,i,-11%,2.6,0%,13,11
Cc1ccc(NC(=O)CSc2nc3ncc(Br)cc3[nH]2)cc1C,-4%,-13%,i,-5%,0.1,-23%,1,-1
Cc1nn(C2CCS(=O)(=O)C2)c(C)c1C=O (stereo not drawn),-3%,i,i,14%,-36*,-4%,-1,4
Cc1ccc(/C=C2\SC(N3CCN(C(c4ccccc4)c4ccccc4)CC3)=NC2=O)o1,4%,-12%,i,17%,0.1,-1%,8,18
CCN(CCn1cccn1)C(=O)CC1C(=O)NCCN1Cc1ccc(F)cc1 (stereo not drawn),4%,i,i,5%,-3.4,-3%,-4,1
CCN1CCN(c2nc3c(C)cccn3c(=O)c2/C=C(\C#N)C(=O)NCCOC)CC1,-4%,-1%,i,9%,-4.2,-1%,-8,-1
CC(=O)C12CCCCC1CC1C3CC(C)C4(O)CC(=O)CCC4(C)C3CCC12C (stereo not drawn),-1%,-10%,i,15%,-1.6,-1%,1,3
O=S(=O)(CCNCc1cccs1)c1ccc(Cl)cc1,6%,-4%,i,3%,1.2,-2%,7,-4
CC(C)c1ccc(C2C3=C(COC3=O)Nc3cc4c(cc32)OCO4)cc1 (stereo not drawn),2%,i,i,0%,1.1,-5%,-17,-8
Cc1ccc(Cn2nc(C)c(NC(=O)CCCn3nc(C)c([N+](=O)[O-])c3C)c2C)cc1,-7%,i,i,6%,0.1,0%,-19,4
COCC(=O)Nc1sc2c(c1C(=O)OC)CCCC2,-9%,-3%[57.5 µM],i,10%,-2.0,1%,13,2
Cc1ccc(C)c(CSc2nnc(-c3cccnc3)o2)c1,-2%,-9%,i,11%,0.0,0%,-16,-9
COc1cccc(-c2nc(CS(=O)(=O)CC(=O)NCCCN3C(C)CCCC3C)c(C)o2)c1 (stereo not drawn),-9%,-17%,i,0%,-3.6,-3%,-14,-10
CC(C)CCN(C(=O)CNC(=O)c1cccs1)C(C(=O)NC1CCCC1)c1ccncc1 (stereo not drawn),-7%,-17%,i,7%,1.0,3%,-7,4
Cc1ccc2c(c1)NC(=O)C(CC(=O)NCCCN1CCN(c3cc(Cl)ccc3C)CC1)O2 (stereo not drawn),-22%,-32%[inhibitor],i,-3%,-0.9,1%,-72*,-9
COC1=CC(=O)C(O)=C(CCCCCCC/C=C/CCCCCCCC2=C(O)C(=O)C=C(OC)C2=O)C1=O,?,-23%,i,25%,-0.6,.,?,-37
Cn1c(=O)c2cc(NC(=O)NCc3ccc(F)cc3)ccc2n1C,-14%,-4%,i,6%,0.0,.,17,5
O=C(O)CC(SCc1ccc(C(=O)O)o1)C(=O)O (stereo not drawn),14%,i,i,5%,-2.0,1%,-5,-8
COc1cc(NC(=O)Cc2ccccc2)ccc1NC(=O)c1ccccc1,-6%,i,i,0%,-3.2,-1%,2,3
CCc1n[nH]c(=S)n1/N=C/c1ccc(N(C)c2ccccc2)cc1,-3%,i,i,14%,-2.0,-9%,?,-18
CC(=O)Nc1ccc(NC(=O)c2ccccc2S(=O)(=O)c2ccccc2[N+](=O)[O-])cc1,14%,-1%,i,-6%,-1.9,0%,-9,1
Cc1nnsc1SCCNC(=O)c1c(F)cccc1F,4%,i,i,0%,-3.1,0%,6,8
NC(=S)Nc1cccc(O)c1,7%,-15%,i,4%,-1.0,-2%,10,-1
CCCP(=O)(CCC)CCP(=O)(c1ccccc1)c1ccccc1,8%,i,i,-1%,-3.6,-2%,6,-3
NC(=O)[C@@H]1CCCN1C(=O)c1cc(COc2ccc3c(c2)CCCC3)on1,-4%,-47%[inhibitor],i,-6%,-3.2,-6%,2,14
CN(Cc1ccccc1)Cc1nc2c([nH]1)c(=O)[nH]c(=O)n2C,-5%,-17%[57.5 µM],i,4%,-4.0,0%,-11,-3
COc1ccc(N2C(=O)CNC2=S)cc1,4%,-21%,i,3%,-0.4,1%,3,-9
Cc1nn(Cc2c(Cl)cccc2Cl)c(Cl)c1/C=N/NC(=O)c1cccnc1,-1%,i,i,11%,-2.0,-3%,13,-3
Cc1ccc(NC(=O)c2cc(S(=O)(=O)NCC3CCCO3)ccc2F)cc1 (stereo not drawn),3%,-15%,i,0%,3.0,.,21,-5
CC1=NN(C(=O)c2ccccc2-n2cccc2)C(O)(C(F)(F)F)C1 (stereo not drawn),8%,i,i,6%,0.7,-3%,-16,-9
Cc1cc(=O)oc2c(C)c(OCC(=O)NCCCN3CCCC3=O)ccc12,12%,-4%,i,0%,0.3,-1%,17,7
O=C1c2ccccc2C(Nc2ccc3c(c2)OCCO3)N1Cc1ccc2c(c1)OCO2 (stereo not drawn),-1%,-15%,i,9%,-0.4,-3%,6,1
Cc1ccccc1NC(=O)c1cccc(N2C(=O)C3CCCCC3C2=O)c1 (stereo not drawn),1%,-14%,i,-7%,0.5,3%,3,14
O=S(=O)(NCCOCC(F)(F)F)c1ccc2oc3ccccc3c2c1,-16%,-18%,i,6%,-1.3,-8%,24,1
O=C(NCCc1ccc2c(c1)OCO2)C1CCN(S(=O)(=O)c2ccc(Cl)cc2)CC1,9%,i,i,-3%,-2.0,0%,-4,2
Cc1ccccc1-n1c(=S)[nH]c2nc3c(cc2c1=O)COC(C)(C)C3,2%,i,i,11%,-4.6,-4%,?,-9
COc1ccc(-c2csc(NC(=O)CCn3cnc4ccccc4c3=O)n2)cc1OC,-2%,i,i,10%,-7.1,1%,16,8
Cc1cc(C)cc(NC(=S)/N=C(\N)Nc2nc(C)c3ccccc3n2)c1,2%,-11%,i,1%,0.8,-10%,13,-4
COc1ccc(/C=C/C(=O)C2CC2)cc1COc1cccc(C)c1C,-1%,-26%,i,5%,-4.0,-1%,1,-8
O=C(CSc1ncccc1-c1nc2ccccc2[nH]1)NCc1ccco1,1%,i,i,13%,-2.9,-3%,-20,-14

# Random excerpt: five entries already listed.
SMILES,EPAC2 antagonist,PTHR1 ag,pAkt inh,EPAC2 agonist,CCT modulator,MmCpn inh,DRD3 antagonist,DRD3 agonist
Cc1cc(C)cc(NC(=S)/N=C(\N)Nc2nc(C)c3ccccc3n2)c1,2%,-11%,i,1%,0.8,-10%,13,-4
O=C(CSc1ncccc1-c1nc2ccccc2[nH]1)NCc1ccco1,1%,i,i,13%,-2.9,-3%,-20,-14
COc1ccc(/C=C/C(=O)C2CC2)cc1COc1cccc(C)c1C,-1%,-26%,i,5%,-4.0,-1%,1,-8
O=S(=O)(NCCOCC(F)(F)F)c1ccc2oc3ccccc3c2c1,-16%,-18%,i,6%,-1.3,-8%,24,1
COc1ccc(-c2csc(NC(=O)CCn3cnc4ccccc4c3=O)n2)cc1OC,-2%,i,i,10%,-7.1,1%,16,8

# Further compounds follow:
SMILES,EPAC2 antagonist,PTHR1 ag,pAkt inh,EPAC2 agonist,CCT modulator,MmCpn inh,DRD3 antagonist,DRD3 agonist
O=C(NC1CCN(C(=O)N2c3ccccc3Sc3ccccc32)CC1)c1ccco1,-1%,-39%,i,14%,0.6,-1%,?,1
COc1ccc(NC(=O)C2c3ccccc3OCC(=O)N2C2CC2)cc1 (stereo not drawn),-1%,-22%,i,3%,-9.7,.,-14,4
O=C(CCc1ccccc1)Nc1cc(Cl)ccc1O,3%,i,i,7%,2.3,1%,-23,-7
CC(=O)Nc1ccc(S(=O)(=O)NCc2ccc3c(c2)cc(C)n3C)cc1,9%,i,i,14%,-0.8,?,-2,4
CCn1c(SCC(=O)Nc2nccs2)nnc1-c1cc2cccc(OC)c2o1,-1%,i,i,-2%,-0.7,1%,2,5
Brc1ccccc1-c1cnco1,7%,i,i,1%,-1.1,0%,0,17
CCCCn1c(=O)[nH]c(=O)c2c1nc(-c1ccc(C(F)(F)F)cc1)n2C,-7%,-9%,i,-9%,-1.6,0%,-13,8
CC(=O)c1c(C)[nH]c(C(=O)NCc2ccc(F)cc2)c1C,-4%,-7%,i,1%,-0.1,-1%,5,0
O=S(=O)(Nc1nc2ccccc2nc1N1CCN(c2ccccc2F)CC1)c1ccc(Cl)cc1,0%,-32%[inhibitor],.,7%,-0.4,0%,?,2
CCOC(=O)C(=Cc1ccc(-n2cncn2)cc1)C(=O)OCC,5%,-29%,i,1%,3.6,-5%,-64*,-17
COc1ccc(/C=C2\SC(=S)N(CCCC(=O)N3CCN(C)CC3)C2=O)cc1,4%,19%,i,10%,-2.4,0%,-11,6
Cc1c(NCc2cc(Cl)cc(Cl)c2O)c(=O)n(-c2ccccc2)n1C,-4%,-20%[57.5 µM],i,-4%,-1.9,0%,?,-33
COC(=O)C1=Cc2cc(OC)cc([N+](=O)[O-])c2OC1N1CCOCC1 (stereo not drawn),-9%,i,i,-3%,0.3,0%,3,-8
Cc1csc(=Nc2c(C)n(C)n(-c3ccccc3)c2=O)n1-c1ccccc1,-2%,-93%[inhibitor],i,2%,-0.3,0%,12,1
CC1(Cc2ccc(Cl)cc2)C(=O)Nc2c(Cl)ccc(Cl)c21 (stereo not drawn),?,-12%,i,17%,2.6,.,-6,-3
CCOc1cccc(OCCOCCN(C)Cc2ccccc2)c1,12%,-13%[57.5 µM],i,4%,1.0,-1%,-64*,-11
CC1(C(=O)Nc2ccc3c(c2)OCO3)CCN1C(=O)C1(c2ccc(Cl)cc2)CC1 (stereo not drawn),13%,-43%[inhibitor],i,8%,-0.8,.,-10,6
c1ccc(CN2CCN(c3nc(-c4ccccc4)nc(-n4ccnc4)n3)CC2)cc1,-2%,25%[57.5 µM],i,-4%,1.2,-1%,-63*,-39
Fc1cccc(Cn2cc(C(=S)N3CCOCC3)c3ccccc32)c1,-15%,i,i,19%,0.5,-6%,-19,-2
CCOc1cccc(C(=O)NC(=S)NCc2cccnc2)c1,3%,i,i,5%,-0.4,2%,0,0
COC(=O)c1c(SCC(=O)Nc2ccc(C)c(C)c2)nc(=O)[nH]c1C,-17%,?,i,-7%,2.8,1%,6,6
CCN(C(=O)CSc1nnc(COc2cccc(C)c2)o1)c1nc(C)cs1,-1%,-6%,i,8%,-0.9,1%,3,2
COc1ccc(NC(=O)CCC(=O)OCc2ccc(Br)cc2)cc1,4%,-22%,i,-16%,-0.4,-5%,6,3

# These rows are one share of the data (hit frequency here may not be typical).
